High-throughput results deposited in PubChem BioAssay by several laboratories.
RGS7-Gao – modulates binding of RGS7 to human Galphao | Multiplexed bead flow cytometry; actives lie on both sides | binding response (% of control), % at 10 µM | 220,000 tested, 0.35% active | AID 1439; in the data active means binding response below about 49% or above about 150%; inconclusive means no clear call, values can overlap the other calls; inactive means in between;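 further: fluorescent Galphao held in activated GDP-AlF4 state binding bead-coupled RGS7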
Bim-Bcl-B – disrupts Bim peptide binding to human Bcl-B. Q9HD36. bead-based flow cytometry. inhibition, % at 10 µM. 190,000 tested, 0.073% active. AID 951;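 further: 0% = tracer peptide without compound and 100% = reference inhibitor peptide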
Target sequence (Q9HD36 whole entry, looked up): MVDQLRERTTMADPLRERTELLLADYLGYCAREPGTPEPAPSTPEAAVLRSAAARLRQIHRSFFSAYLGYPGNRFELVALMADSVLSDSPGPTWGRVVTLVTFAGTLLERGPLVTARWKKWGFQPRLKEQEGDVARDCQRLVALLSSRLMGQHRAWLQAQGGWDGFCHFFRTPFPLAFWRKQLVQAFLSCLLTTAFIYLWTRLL
Bfl-1 Bim block – disrupts Bim binding to human Bfl-1 | Q16548 | Bead-based flow cytometry, Bim-Bfl-1 binding inhibition | inhibition, % at 10 µM | 190,000 tested, 0.12% active | AID 1008;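 further: 0% = wells without compound plus tracer and 100% = blocker peptide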
Bcl-W Bim block – human Bim-Bcl-W interaction inhibition. bead-based flow cytometry, Bim peptide-Bcl-W binding. inhibition, % at 10 µM. AID 952. 190,000 tested, 0.02% active;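 further: 0% = bound tracer without compound and 100% = peptide blocker; higher means less fluorescent Bim peptide bound to Bcl-W beads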
Target sequence (Q92843 whole entry, looked up): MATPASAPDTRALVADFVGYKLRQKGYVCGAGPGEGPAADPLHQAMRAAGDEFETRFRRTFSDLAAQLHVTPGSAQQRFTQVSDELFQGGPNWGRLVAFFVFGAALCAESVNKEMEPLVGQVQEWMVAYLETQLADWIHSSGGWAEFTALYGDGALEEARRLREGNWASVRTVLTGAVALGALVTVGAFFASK
RGS8-Gao – regulators of human RGS8-Galphao interaction; multiplexed bead flow cytometry, RGS8-Galphao binding; actives lie on both sides; response (percent of control binding), % at 10 µM; 220,000 tested, 0.34% active; in the data active means response below about 60% or above about 140%; inactive means in between;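 further: Galphao activated as the GDP aluminium fluoride complex binding bead-coupled RGS8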
Bim-Mcl-1 – inhibitors of Bim-Mcl-1 interaction, human; Q07820; Bead-based flow cytometry, Bim peptide-Mcl-1 binding; inhibition, % at 10 µM; 190,000 tested, 0.1% active; AID 1009;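 further: 0% = no compound tracer wells and 100% = peptide blocker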
Mcl1 Noxa PPI – Mcl-1/Noxa interaction inhibition | inhibition, % at 21.7 µM | Q07820 | TR-FRET Mcl-1/Noxa peptide binding, 2 h | 220,000 tested, 1.5% active;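 active means compounds that cut the protein-peptide binding signal by more than 50% relative to plate controls in a single-dose test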;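 further: His-tagged Mcl-1 with rhodamine Noxa BH3 peptide and terbium anti-His antibody; 0% = Mcl-1 plus Noxa peptide wells and 100% = peptide-only wells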
Mcl1 Bid PPI – disrupts binding of human Mcl-1 to Bid peptide; Q07820; TR-FRET Mcl-1/Bid-Dy647 peptide binding, 1536-well; inhibition, % at 21.7 µM; 220,000 tested, 0.97% active; AID 1021;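 active means compounds that cut the binding signal by more than half at the single screening dose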;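 further: His-tagged Mcl-1 with europium anti-His antibody binding Bid BH3 peptide; 0% = Mcl-1 plus peptide wells and 100% = peptide-only wells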
Bim-Bcl-2 – human Bim-Bcl-2 interaction inhibition; inhibition, % at 10 µM; P10415; 190,000 tested, 0.06% active; AID 950; Bead-based flow cytometry, Bim peptide-Bcl-2 binding; in the data active means inhibition above about 40%; inconclusive means no clear call, values can overlap the other calls;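 further: 0% = no compound wells with probe peptide and 100% = reference peptide inhibitor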
Target sequence (P10415 whole entry, looked up): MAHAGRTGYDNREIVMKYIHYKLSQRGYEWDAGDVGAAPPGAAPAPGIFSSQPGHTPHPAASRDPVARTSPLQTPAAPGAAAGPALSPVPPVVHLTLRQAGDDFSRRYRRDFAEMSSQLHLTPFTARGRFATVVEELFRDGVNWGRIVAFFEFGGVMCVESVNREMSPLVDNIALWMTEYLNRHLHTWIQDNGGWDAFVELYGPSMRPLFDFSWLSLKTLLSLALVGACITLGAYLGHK
RGS4-Gao reg – modulates binding of RGS4 to human Galphao; Multiplexed bead flow cytometry; actives lie on both sides; binding response (% of control), % at 10 µM; 220,000 tested, 0.33% active; in the data active means binding response below about 49% or above about 150%; inactive means in between;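 further: fluorescent Galphao activated with aluminum fluoride binding bead-coupled RGS4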
Bcl-XL Bim block – disrupts Bim peptide binding to human Bcl-XL. inhibition, % at 10 µM. bead flow cytometry, fluorescence. 190,000 tested, 0.04% active. Q07817
Target sequence (Q07817 whole entry, looked up): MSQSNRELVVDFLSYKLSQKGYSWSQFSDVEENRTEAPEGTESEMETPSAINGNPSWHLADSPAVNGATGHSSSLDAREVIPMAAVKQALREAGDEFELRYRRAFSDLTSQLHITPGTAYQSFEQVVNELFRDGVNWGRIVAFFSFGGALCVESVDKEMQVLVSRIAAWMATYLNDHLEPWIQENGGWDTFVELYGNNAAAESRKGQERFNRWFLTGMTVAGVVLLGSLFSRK
Active calls of the source: *; ? = inconclusive; · = no result given. Unless noted, no stated cut-off is given here; in the data, active means inhibition above about 40%.

RGS7-Gao,Bim-Bcl-B,Bfl-1 Bim block,Bcl-W Bim block,RGS8-Gao,Bim-Mcl-1,Mcl1 Noxa PPI,Mcl1 Bid PPI,Bim-Bcl-2,RGS4-Gao reg,Bcl-XL Bim block,Molecule
98,-6,-5,0,95,0,15,-23,-3,96,-5,Cc1cc(CN(C)C(=O)c2cc(COc3ccc4ncccc4c3)on2)on1
93,-1,-4,-1,98,2,9,-7,-2,96,1,Cc1cccc(C)c1NC(=S)N(CCCN1CCOCC1)Cc1cccnc1
93,-2,-1,0,101,1,17,-44,0,101,0,Cc1ccc(OCCCC(=O)NCc2ccco2)c(C)c1
?,-8,-10,-5,97,-4,3,-9,-11,93,-5,O=C(c1ccccn1)N1CCN(S(=O)(=O)c2ccccc2)CC1
?,·,·,·,93,·,7,-21,·,71,·,CCOc1ccc(Cn2cc(F)c(=O)[nH]c2=O)cc1
127,-10,-2,0,104,-1,6,-38,0,108,-1,CCCCc1ccc(NC(=S)N2CCCC(C)C2)cc1 (centres undefined)
101,-6,-11,0,100,0,12,-22,-9,99,-1,COc1ccc(C2C(C(=O)N3CCN(c4ccccn4)CC3)CC(=O)N2c2ccc(OC)cc2)cc1 (centres undefined)
?,·,·,·,101,·,92*,-60,·,102,·,O=Cc1[nH]c2ccccc2c1N(C(=O)CCl)c1ccc([N+](=O)[O-])cc1
101,-8,-12,1,102,-2,-7,-13,-10,102,5,CCOC(=O)CC1=C(C#N)C(c2cccnc2)C(C(=O)OCC)=C(N)O1 (centres undefined)
101,-9,-1,-1,101,-4,-32,-2,-2,98,-7,CCN(CC)S(=O)(=O)c1ccc(NC(=O)CSc2ncnc3ccccc23)cc1
96,-2,4,2,101,0,9,-23,-2,100,0,CCOC(=O)c1ccc(-c2ccc(C(=O)Nc3cccnc3)o2)cc1
101,-11,-2,-2,103,-3,33,20,-5,105,-4,S=C(c1ccc(-c2ccc(Cl)c(Cl)c2)o1)N1CCOCC1
94,-2,-17,-4,97,2,25,-12,2,101,-1,CCOC(=O)c1c(N2C(=O)CC(Sc3ccccc3C(=O)O)C2=O)sc2c1CCCC2 (centres undefined)
101,-3,-10,1,101,1,9,6,-5,99,-3,CCOC(=O)Cn1c(=O)oc2cc(S(=O)(=O)N3CCCc4ccccc43)ccc21
103,0,-3,-1,101,0,7,4,0,101,0,CCN(CC)CC#CCC(O)(c1ccccc1)c1ccccc1
100,0,15,9,102,3,10,-30,15,101,3,O=c1c2ccccc2nc(-c2ccccc2)n1Cc1ccc(Cl)cc1
104,3,2,1,99,4,20,-1,-5,102,0,O=c1c2ccccc2ncn1-c1cccc(Cl)c1
98,-10,-3,-4,104,-2,-1,-12,-2,102,-4,CN(Cc1cnccn1)Cc1ccccc1OCC(O)CN1CCc2ccccc2C1 (centres undefined)
104,-7,-4,-5,98,-7,2,-5,-8,104,-5,CCOC(=O)CC(NS(=O)(=O)c1ccc(OC)c(C)c1)c1cccc([N+](=O)[O-])c1 (centres undefined)
100,0,-3,0,100,0,20,-36,2,103,-1,COc1ccc(C(C#N)N2CCC(c3ccccc3)=N2)cc1OC (centres undefined)
93,-8,-11,0,100,-1,14,-1,-8,98,-5,CCN(CC)c1nc2ccccc2nc1-n1nc(C)cc1C
100,-2,-5,2,104,2,5,-7,-1,106,2,Cc1ccc(-c2nnn(CC(=O)N(c3ccccc3F)C(CC(C)C)C(=O)NCC3CCCO3)n2)cc1 (centres undefined)
99,0,-6,3,101,-1,-14,-11,0,105,-2,Cc1cc(C(=O)Nc2c(F)c(F)c(F)c(F)c2F)n(-c2ccccc2)n1
100,0,0,1,100,3,-1,-17,3,102,0,COc1ccc(C(=O)C2=NN(C(C)=O)CC2c2ccco2)cc1 (centres undefined)
95,-7,-3,-2,102,-1,3,-40,-1,102,-4,CCc1ccc(NC(=O)C(=O)N/N=C(\C)CC(=O)NCCOC)cc1
106,-4,-5,-5,103,-1,3,-13,-4,102,-2,CS(=O)(=O)N(CC(=O)Nc1ccccc1C(=O)N1CCCC1)c1ccc2c(c1)OCO2
105,-1,0,1,97,0,11,0,-2,97,0,COc1ccc(/C=N/Nc2ncnc3scc(-c4ccccc4)c23)cc1OC
99,-11,-18,-5,100,-1,-8,22,-6,102,-6,COc1ccc(-c2c(C#N)c(N)nc3c2CCCCCC3)cc1OC
?,·,·,·,98,·,-1,-41,·,100,·,C(=C\c1ccccc1)/CSc1nc2ncccc2[nH]1
101,-4,-1,-1,102,-4,0,3,0,101,2,Cc1c(C(=O)O)c(-c2ccccc2)nn1-c1ccccc1
110,-13,-2,-2,101,-2,11,-38,-2,105,-3,Cc1cc(-c2n[nH]c(=S)n2-c2ccc(F)cc2)nn1C
98,-2,-2,2,100,0,-2,-3,1,97,0,O=C(Cc1ccccc1)Nc1cccc([N+](=O)[O-])c1
105,-1,-1,1,100,1,5,9,1,102,0,CC1CC(=O)C2=C(C1)Nc1nc3ccccc3n1C2c1cccnc1 (centres undefined)
106,-7,-10,-4,102,0,39,-37,-9,106,-8,Cn1c(CCN2CCCCCC2)nc2cc(NC(=O)Nc3ccccc3)ccc21
102,0,-2,-1,103,1,-11,-6,-3,102,0,COc1nc2ccc(C)cc2cc1-c1noc(-c2ccccc2)n1
?,-20,-2,0,101,-2,14,-31,-3,104,-5,CCOC(=O)c1ccc(NC(=S)N(CCN(C)C)Cc2cccs2)cc1
98,-3,-8,1,101,-2,-4,-4,-3,103,-3,N#Cc1ccc(OCC(=O)N/N=C2\CCc3ccccc32)cc1
101,0,0,0,103,2,15,-9,1,104,-2,CNC(=O)c1[nH]cnc1C(=O)Nc1ccccc1C
109,-4,-2,-5,107,-2,2,-27,-1,111,-3,Cc1ccccc1C(=O)Oc1ccc(Br)cc1C(=S)N1CCCC1
105,-6,-4,-2,99,2,15,-33,-5,99,-2,Cc1c(C(=O)O)sc2nc(CSc3nnc(-c4ccc(F)cc4)n3C)[nH]c(=O)c12
105,4,8,0,106,0,4,-2,3,106,1,CCOc1ccc(NC(=O)CSc2nc(C)c3c(c2C#N)CCCC3)cc1
99,-9,-17,-2,102,-4,1,-1,-12,103,-7,COc1ccc(S(=O)(=O)N(CC(=O)N2CCN(C)CC2)C2CCCCC2)cc1OC
?,·,·,·,100,·,-8,-28,·,99,·,CCOC(=O)CN1C(=O)CSc2ccc(S(=O)(=O)N3CCCC3)cc21
100,-6,-4,-3,100,0,11,28,-3,94,-5,COc1ccc(-n2c(SCC(=O)Nc3cc(C)on3)nc3ccc(O)cc3c2=O)cc1OC
100,-7,0,-2,102,0,9,-55,2,102,-2,Oc1ccc(Br)cc1C=Nc1cccn2cc(-c3ccccc3)nc12
99,-11,-14,-3,99,-3,4,-3,-16,96,-7,O=C(CSc1nc(O)c(Cc2ccccc2)c(=O)[nH]1)Nc1ccccc1
97,-2,-3,-1,97,-6,-9,0,-2,96,-4,CCOC(=O)c1cnn(-c2ccccc2)c1NC(=O)c1ccccc1C
92,0,-5,1,96,1,9,29,3,98,-1,O=C(O)CCCCCNc1ncnc2ccc(Br)cc12
104,2,-1,0,104,1,·,·,-3,103,0,C=CCNC(=O)c1cc2c(C(F)(F)F)nn(C)c2s1
98,-9,-17,0,102,-2,8,-3,-4,98,-5,Cc1ccc(NC(=O)COc2ccc(-n3ccnc3)cc2)cc1Cl
100,1,2,1,109,5,8,-10,2,103,-1,Cc1ccc(-c2cc(C(=O)Nc3cc(C)ccc3C)[nH]n2)c(O)c1
98,0,0,-3,101,-2,8,-91,0,100,-2,COc1ccc(/C=N/N2CCOCC2)cc1O
102,-1,-5,-3,98,-1,-32,-19,-4,99,-4,CCn1c(COc2ccc(C)cc2)nnc1SCC(=O)Nc1cc(OC)ccc1OC
?,·,·,·,103,·,-8,-19,·,103,·,C/C(=N\NC(N)=O)c1ccccc1Cl
85,-7,-1,-5,79,-3,-5,-19,-1,83,-3,S=C(NCc1cccnc1)NCc1cccnc1
97,-11,-16,-1,99,-3,-17,2,-12,99,-7,CC(=O)NC(Cc1ccc(F)cc1)C(=O)N1CCN(C(=O)NCc2ccccc2)CC1 (centres undefined)
100,-5,-9,1,101,0,-12,-14,-7,102,-2,CC(C)[C@H](NC(=O)NC1CCCC1)C(=O)O
?,-6,13,2,101,-2,6,-33,-2,101,0,Oc1c(C(Nc2cccc(C(F)(F)F)c2)c2ccncc2)ccc2cccnc12 (centres undefined)
100,-5,1,4,92,-1,-14,13,3,90,0,O=C(Oc1cccc([N+](=O)[O-])c1)c1cc(-c2ccccc2)nc2ccccc12
103,-4,-2,-2,96,0,20,-15,-4,97,-2,O=C(NCCCN1CCCC1=O)c1ccc(OC(F)(F)F)cc1

(listing goes on)
RGS7-Gao,Bim-Bcl-B,Bfl-1 Bim block,Bcl-W Bim block,RGS8-Gao,Bim-Mcl-1,Mcl1 Noxa PPI,Mcl1 Bid PPI,Bim-Bcl-2,RGS4-Gao reg,Bcl-XL Bim block,Molecule
105,-1,-3,-5,98,-2,22,-8,-1,99,-3,CCOC(=O)c1c(NC(=S)NC(=O)c2ccc(Cn3cc(Cl)cn3)o2)sc2c1CCCCC2
101,-3,-2,0,99,-1,-6,-10,0,96,1,Cc1cc(N(C(=O)c2ccco2)C(C(=O)NC2CCCCC2)c2ccccc2)ccc1-n1cnnn1 (centres undefined)
118,-2,-15,1,102,1,-7,-33,-3,109,2,O=C(NCCCN1CCN(c2cccc(Cl)c2)CC1)C1CCC(=O)N1Cc1ccccc1Cl (centres undefined)
104,-10,-5,-4,105,-1,8,-44,-6,105,-4,COCCNC(=S)N(Cc1cccs1)Cc1cc2cccc(C)c2[nH]c1=O
100,-5,-8,1,101,0,13,-8,-6,102,-4,CCOC(=O)C1=C(C)NC(=O)NC1c1ccc(N(C)C)cc1 (centres undefined)
103,-6,-17,3,105,0,16,42,-8,104,-2,CC1CCC(N2CCN(S(C)(=O)=O)CC2)CC1 (centres undefined)
96,0,-1,1,105,1,0,-54,0,99,-3,CN1CCN(C(=O)CSc2nc(-c3ccncc3)ccc2C#N)CC1
?,·,·,·,101,·,7,7,·,98,·,CCN1CCN(Cc2cc(=O)oc3ccc(C)cc23)CC1
98,3,5,0,102,-2,-10,-36,0,97,-6,O=C(NCCCN1CCOCC1)C(C(=O)NCCCN1CCOCC1)c1ncc(C(F)(F)F)cc1Cl

In the list so far, 6 have a furan ring, fused or not.
RGS7-Gao,Bim-Bcl-B,Bfl-1 Bim block,Bcl-W Bim block,RGS8-Gao,Bim-Mcl-1,Mcl1 Noxa PPI,Mcl1 Bid PPI,Bim-Bcl-2,RGS4-Gao reg,Bcl-XL Bim block,Molecule
93,-2,-1,0,101,1,17,-44,0,101,0,Cc1ccc(OCCCC(=O)NCc2ccco2)c(C)c1
96,-2,4,2,101,0,9,-23,-2,100,0,CCOC(=O)c1ccc(-c2ccc(C(=O)Nc3cccnc3)o2)cc1
101,-11,-2,-2,103,-3,33,20,-5,105,-4,S=C(c1ccc(-c2ccc(Cl)c(Cl)c2)o1)N1CCOCC1
100,0,0,1,100,3,-1,-17,3,102,0,COc1ccc(C(=O)C2=NN(C(C)=O)CC2c2ccco2)cc1 (centres undefined)
105,-1,-3,-5,98,-2,22,-8,-1,99,-3,CCOC(=O)c1c(NC(=S)NC(=O)c2ccc(Cn3cc(Cl)cn3)o2)sc2c1CCCCC2
101,-3,-2,0,99,-1,-6,-10,0,96,1,Cc1cc(N(C(=O)c2ccco2)C(C(=O)NC2CCCCC2)c2ccccc2)ccc1-n1cnnn1 (centres undefined)

Compounds were not picked by outcome; 2.7% or so of the library scored in one or more.
